Screening data (PubChem)
AmpC inh no detg – AmpC beta-lactamase inhibition without detergent. P00811. AmpC nitrocefin hydrolysis, absorbance 480 nm, 0.0001% Triton. Potency, µM (highest dose often 57.1 µM), inactives show at the top dose activity change, negative = inhibition, actives largely listed as inhibitors. 330,000 compounds, 0.52% hits;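 note: potency is the fitted concentration of half-maximal effect; plate controls were no compound for no effect and no enzyme for full effect; nearly all actives have a fitted effect of over 20% in size; some results filed as inactive show a strong effect at the top dose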
Target sequence (P00811 whole entry, looked up): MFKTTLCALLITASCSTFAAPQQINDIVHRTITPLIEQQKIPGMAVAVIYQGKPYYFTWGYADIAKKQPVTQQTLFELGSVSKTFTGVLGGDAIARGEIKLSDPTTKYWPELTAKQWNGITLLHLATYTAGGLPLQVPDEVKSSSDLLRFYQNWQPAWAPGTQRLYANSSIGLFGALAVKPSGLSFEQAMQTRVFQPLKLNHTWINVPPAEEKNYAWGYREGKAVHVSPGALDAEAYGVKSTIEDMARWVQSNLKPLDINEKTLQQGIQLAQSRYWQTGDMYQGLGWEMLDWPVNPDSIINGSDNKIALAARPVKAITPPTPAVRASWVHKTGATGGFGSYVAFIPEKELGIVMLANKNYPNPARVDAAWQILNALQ
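20 mM phosphate pH 7.0 + 0.01% (detergent screen) or 0.0001% Triton X-100; 5.3 nM AmpC reagent; cpd preinc 15 min RT; nitrocefin (800 uM stock) to start; A480 q20 s × 4 min; Activity was normalised to no-enzyme and no-compound control wells.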
LmPK inhibitor – blocks Leishmania mexicana pyruvate kinase activity; Q27686; purified LmPK, Kinase-Glo ATP luminescence, 1 h; Potency, µM (doses to about 57.5 µM), for the others: top-dose activity change, negative = inhibition, most hits filed as inhibitors; 290,000 compounds, 0.37% hits; AID 1721; note: potency is the fitted concentration of half-maximal effect
Target sequence (Q27686 whole entry, looked up): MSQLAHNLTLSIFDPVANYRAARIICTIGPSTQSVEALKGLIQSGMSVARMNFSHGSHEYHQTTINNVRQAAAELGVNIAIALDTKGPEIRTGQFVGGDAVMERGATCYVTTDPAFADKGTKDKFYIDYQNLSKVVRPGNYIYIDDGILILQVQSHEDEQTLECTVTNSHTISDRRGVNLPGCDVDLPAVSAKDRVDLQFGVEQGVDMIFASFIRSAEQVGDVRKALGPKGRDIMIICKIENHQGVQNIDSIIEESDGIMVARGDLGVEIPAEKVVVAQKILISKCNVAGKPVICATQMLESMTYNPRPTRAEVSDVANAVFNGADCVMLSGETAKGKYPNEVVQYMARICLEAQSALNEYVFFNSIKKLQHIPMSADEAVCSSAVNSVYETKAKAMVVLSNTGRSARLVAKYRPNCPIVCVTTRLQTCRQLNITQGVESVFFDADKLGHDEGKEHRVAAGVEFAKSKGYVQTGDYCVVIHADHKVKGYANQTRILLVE
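Kinase-Glo luminescence read after 1 h RT reaction of 0.1 nM LmPK with 0.5 mM PEP and 0.1 mM ADP. Activity scaled between uninhibited and enzyme-free controls.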
HCMV inh – blocks human cytomegalovirus replication | 410,000 compounds, 4.5% hits | HFF cells, HCMV-luciferase reporter, 72 h; stronger effect = lower value | AID 1259415 | activity change, negative = inhibition, % at 57.5 µM; in the data active = activity change below about -60%; inconclusive = no clear call, values can overlap the other calls; inactive = above about -39%
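Two-dose cell screen: HFF monolayers treated with compounds and infected with luciferase-expressing HCMV at 1 PFU/cell, 72 h at 37C, then lysed for luciferase measurement.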
AmpC inh detg – AmpC beta-lactamase inhibition with detergent present. P00811. AmpC hydrolysis of nitrocefin, absorbance 480 nm, 0.01% Triton. Potency, µM (top dose mostly 114 µM), for the others: at the highest dose activity change, negative = inhibition, actives largely listed as inhibitors. 370,000 compounds, 0.041% hits. AID 485294;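 note: potency is the fitted concentration of half-maximal effect; 0% = no-compound wells and -100% = no-enzyme wells; nearly all actives have a fitted effect of over 25% in size; some results filed as inactive show a strong effect at the top dose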
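20 mM phosphate pH 7.0 + 0.01% (detergent screen) or 0.0001% Triton X-100; 5.3 nM AmpC reagent; cpd preinc 15 min RT; nitrocefin (800 uM stock) to start; A480 q20 s × 4 min; Activity was normalised to no-enzyme and no-compound control wells.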
TbPYK inhibitor – T. brucei pyruvate kinase inhibition. TbPYK enzyme, Kinase-Glo Plus ATP luminescence, 45 min. Potency, µM (highest dose often 76.8 µM), inactives show at the top dose activity, negative = inhibition, most hits filed as inhibitors. 410,000 compounds, 0.12% hits. AID 624173; note: potency is the fitted concentration of half-maximal effect; nearly all actives have a fitted effect of over 50% in size
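ADP (130 uM final) triggers the TbPYK reaction after compound addition; incubation is 45 min at room temperature. Kinase-Glo Plus is then added and luminescence imaged. Normalized data are fitted to concentration-effect curves.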
AMA1-RON2 inh – AMA1-RON2 (P. falciparum) interaction inhibition | AID 720542 | 360,000 compounds, 0.2% hits | AlphaScreen AMA1-biotinylated RON2 peptide binding | Potency, µM (top dose mostly 58.2 µM), without a hit: at the highest dose activity change, negative = inhibition, most hits filed as inhibitors;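 note: potency is the fitted concentration of half-maximal effect; 0% = vehicle wells and -100% = peptide control; nearly all actives have a fitted effect of over 45% in size; some results filed as inactive show a strong effect at the top dose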
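AMA1 (3D7) with his tag at 25 nM final met compounds first, then biotinylated RON2 peptide at 25 nM; detection used donor plus acceptor beads, 10 µg/mL apiece, read by AlphaScreen after 30 min at room temperature.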
Sm TGR block – S. mansoni TGR enzyme inhibition. Q962Y6. purified TGR, DTNB reduction, TNB absorbance 405 nm. Potency, µM (highest dose often 114 µM), without a hit: at the highest dose activity change, negative = inhibition, most hits filed as inhibitors. 360,000 compounds, 3% hits. AID 485364; note: potency is the fitted concentration of half-maximal effect; nearly all actives have a fitted effect of over 60% in size
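Kinetic colorimetric format: TGR-catalysed, NADPH-driven DTNB reduction monitored via TNB absorbance. Enzyme dispensed at 20 nM; compound exposure 15 min at room temperature before reaction start.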
Active calls of the source: *; ? = inconclusive; · = not tested or not shown; & = joins results of further samples; [ ] = dose if it differs, or a comment. Unless noted, calls come from the whole dose curve; as a rule, active = well fitted curve in the direction sought with a large enough effect; inconclusive = small, poorly fitted or top-dose-only effect, or another doubt; inactive = no such curve, though single readings can be large; an effect the other way counts as inactive or inconclusive. Unless noted, % is set by controls: 0 for no effect and ±100 for the full control effect. Compounds as they come, and some 7.4% of all compounds hit somewhere here.

SMILES	AmpC inh no detg	LmPK inhibitor	HCMV inh	AmpC inh detg	TbPYK inhibitor	AMA1-RON2 inh	Sm TGR block
c1ccc2c(c1)[nH]c1c(N3CCN(C4CCCCC4)CC3)ncnc12	-29%	1%	-2	1%	-1%	3%	7%
CCN(CC)CC(=O)Nc1ccc2c(c1)N(C(=O)CN(CC)CC)c1ccccc1CC2	19%	3%	5	1%	-5%	15%	-5%
Cc1nn(-c2ccccc2)c(C)c1C(=O)NCCc1ccc(Cl)cc1	-12%	-6%	·	6%	1%	-3%	5%
Cc1cc(C(F)F)n2ncc(C(=O)NC3CCCCCC3)c2n1	-28%	-3%	-12	?	-2%	6%	-3%
COC(=O)CN1C(=O)[C@H]2[C@@H](/C=C/c3ccccc3)N3C(=O)CN(Cc4ccccc4)C(=O)[C@@]3(C)[C@H]2C1=O	122%[activator]	0%	7	-11%	0%	20%	-9%
COc1ccccc1NC(=O)C1=C(C)Nc2nc(SC)nn2C1c1ccccc1Cl (centres undefined)	·	·	8	1%	-2%	·	-2%
Cc1ccc(N2CCN(C(=O)c3cn(C)c4ccc(S(=O)(=O)N5CCCC5)cc4c3=O)CC2C)cc1 (centres undefined)	·	·	?	-1%	-1%	·	3%
c1ccc2cc(OCCCn3ccnc3)ccc2c1	-11%	-2%	10	?	7%	?	10%
Cc1cc(NC(=O)CSc2cn(CCNC(=O)c3ccc(Cl)cc3)c3ccccc23)no1	10µM*	-2%	-2	3%	-1%	-5%	10%
COc1ccccc1C(=O)Nc1ccc(S(=O)(=O)N2CCCCC2c2cccnc2)cc1 (centres undefined)	42%	5%	0	-3%	-2%	-16%	-2%
CCOc1ccc(C2CC(=O)c3c([nH]c(C(=O)OC)c3C)C2)cc1OC (centres undefined)	·	4%	-28	4%	3%	6%	-33%
Oc1c(CN2CCCCC2)cc(Br)c2cccnc12	1%	-2%	-102*	2%	-7%	-68%	?
O=c1oc2c(-c3ccc([N+](=O)[O-])cc3)cc(O)cc2s1	-44%	5%	-40	1%	-16%	15%	3%
Cc1cc(SCC(=O)NC(=O)NCc2ccco2)nc2ccccc12	-33%	3%	-38	-5%	-14%	-10%	40µM*
O=c1c(-c2ccc(O)cc2)coc2cc(O)cc(O)c12	-42%	-3%	72	-2%	-6%&7%	8%	-10%

Entries above with an aryl methoxy group:
SMILES	AmpC inh no detg	LmPK inhibitor	HCMV inh	AmpC inh detg	TbPYK inhibitor	AMA1-RON2 inh	Sm TGR block
COc1ccccc1NC(=O)C1=C(C)Nc2nc(SC)nn2C1c1ccccc1Cl (centres undefined)	·	·	8	1%	-2%	·	-2%
COc1ccccc1C(=O)Nc1ccc(S(=O)(=O)N2CCCCC2c2cccnc2)cc1 (centres undefined)	42%	5%	0	-3%	-2%	-16%	-2%
CCOc1ccc(C2CC(=O)c3c([nH]c(C(=O)OC)c3C)C2)cc1OC (centres undefined)	·	4%	-28	4%	3%	6%	-33%

Next part:
SMILES	AmpC inh no detg	LmPK inhibitor	HCMV inh	AmpC inh detg	TbPYK inhibitor	AMA1-RON2 inh	Sm TGR block
NC(=O)CC1C(=O)N(c2ccccc2)C(=S)N1NC(=O)c1ccc(Br)cc1 (centres undefined)	-19%	-7%	11	-14%	-1%	99%[activator]	0%
CCOC(=O)C1=C(C)N=C(SC)N(C)C1c1ccccc1 (centres undefined)	1%	-2%	-34	-4%	-6%	5%	0%
Nc1nc(NCCO)nc(NCc2ccccc2)c1[N+](=O)[O-]	-10%	0%	·	-3%	-3%	1%	-1%
CCCC[C@@H](CNC)NC[C@H](Cc1ccc(O)cc1)NCCc1ccc(OCC)cc1	34%[activator]	-4%	-85*	?	-10%	70%[activator]	0%
CNC(=O)c1[nH]cnc1C(=O)Nc1ccc(OC)cc1	-9%	-1%	57	-10%	-7%	70%[activator]	13%
COc1cccc(C2CC(c3ccc(C(C)C)cc3)n3nc(N)nc3N2)c1 (centres undefined)	0%	12%	-15	?	0%	-3%	4%
COc1ccc(NC(=O)c2cccc3ccccc23)cc1	-30%	-1%	95	-18%	-1%	12%	89µM*
Clc1ccc(-c2cn3ccccc3n2)cc1	-22%	-3%	87	-11%	-13%	0%	-5%
COc1ccc(NC(=O)CN(C)CC(=O)Nc2sc3c(c2C#N)CCC3)cc1	87%[activator]	·	0	6%	-2%	101%[activator]	-35%
CCOC(=O)N1CCN(C(=S)NC(=O)C23CC4CC(CC(C4)C2)C3)CC1	-1%[11.4 µM]	3%	-14	?	-1%	82%[activator]	4%
Cc1occc1-c1nnc(SCC(=O)N2CCOCC2)o1	?	-5%	47	-2%	2%	4%	-34%
CC1CCCN(C(=O)c2nn(C)c3c2CS(=O)(=O)c2ccccc2-3)C1 (centres undefined)	1%	1%	-19	-11%	5%	14%	4%
CCOc1ccc(CCNC(=O)c2nn(C)c3c2CS(=O)(=O)c2ccccc2-3)cc1OCC	28%	6%	1	0%	0%	0%	-1%
Cc1cccc(CCNC(=O)CNS(=O)(=O)c2ccc3nc(C)sc3c2)c1	52%	-11%	?	1%	3%	14%	0%
COc1ccc(/C=N/NC(=O)C(Cc2c[nH]c3ccccc23)NC(=O)OCC(C)C)cc1[N+](=O)[O-] (centres undefined)	-8%	0%	9	-8%	-5%	-10%	-6%

Whole records from above. Values in the order: AmpC inh no detg | LmPK inhibitor | HCMV inh | AmpC inh detg | TbPYK inhibitor | AMA1-RON2 inh | Sm TGR block
`Clc1ccc(-c2cn3ccccc3n2)cc1` across the screens: -22% | -3% | 87 | -11% | -13% | 0% | -5%
`CCOc1ccc(CCNC(=O)c2nn(C)c3c2CS(=O)(=O)c2ccccc2-3)cc1OCC` across the screens: 28% | 6% | 1 | 0% | 0% | 0% | -1%

(cont.)
SMILES	AmpC inh no detg	LmPK inhibitor	HCMV inh	AmpC inh detg	TbPYK inhibitor	AMA1-RON2 inh	Sm TGR block
CCOc1ccc(OCC(=O)Nc2ccccc2C(F)(F)F)cc1	23%	-2%	-37	4%	1%	5%	·
COc1cccc(CNC(=O)c2cccc(NC(=O)C3=C(C)OCCS3)c2)c1	-24%	1%	5	-5%	3%	-9%	12%
Cc1cc(-c2ccc(C)c(S(=O)(=O)NCc3cccs3)c2)on1	·	·	0	2%	6%[15.4 µM]	·	8%
O=C(CNC(=O)c1ccco1)Nc1ccc(N2CCCCCC2)cc1	-21%	·	3	-1%	-12%	-22%	-17%
Cc1cc(NCc2ccncc2)ccc1Br	-15%	-3%	-19	-2%	1%	25µM*	-6%
COCCn1c(SCC(=O)Nc2cc(C)on2)nc2c(c1=O)SC(C)C2 (centres undefined)	1%	0%	13	4%	2%	-18%	0%
Cc1ccc(C(=O)N2c3ccc(F)cc3CCC2C)o1 (centres undefined)	1%	6%	18	0%	-16%	3%	9%
CC(C)OC(=O)CSc1nc2cc3c(cc2cc1C#N)OCO3	-20%	-1%	-21	0%	1%	5%	-16%
CCC(C(=O)NCc1ccc(F)cc1)N(Cc1ccco1)C(=O)c1snc(C(N)=O)c1N (centres undefined)	-10%	4%	-5	?	3%	1%	-11%
COc1cc(C(=O)O[C@H]2C/C(C)=C/CC[C@@]3(C)O[C@@H]3[C@H](O)[C@@H]2C(C)C)cc(OC)c1OC	126%[activator]	-1%	1	-11%	10%	-11%	-6%
O=C(CCC(=O)NC1CCCCCCC1)Nc1nnc(C(F)(F)F)s1	9%	0%	38	3%	-28%	-8%	0%
Cc1nc2ccc(C(=O)NCCCN3CCCC3=O)cn2c1N(C)C(=O)CCc1ccccc1	·	·	4	·	-2%	2%	·
C=CCn1c(=S)[nH]c2ccccc2c1=O	-12%	-6%	-35	?	-10%	33%[activator]	2%
O=S(=O)(NCC1CCCO1)c1ccc2ccccc2c1 (centres undefined)	-4%	2%	-32	?	-5%	3%	0%
COc1ccccc1C(=O)N1C(CC(=O)Nc2cc(Cl)ccc2C)C(=O)NC2CCCCC21 (centres undefined)	173%[activator]	12%	4	-1%	4%	3%	6%
CC(C)C(=O)NC(c1ccc(Cl)cc1Cl)c1ccc2cccnc2c1O (centres undefined)	-23%	9%	-104*	-18%	-3%	89%[activator]	?
Cc1ccccc1/C=C1\OC(=O)c2ccccc21	75%[activator]	-7%	12	-10%	-2%	1%	7%
O=C(/C=C/c1ccccc1[N+](=O)[O-])NCCCn1ccnc1	-13%	2%	12	-6%	-19%	6%	·
Cc1ccc(Cl)cc1-c1cc(C(=O)NCc2cccc(Cl)c2)[nH]n1	·	·	31	·	3%	18%	·
O=C(CCCN1C(=O)/C(=C\c2ccco2)SC1=S)Nc1ccc2ccccc2c1	-42%	0%	-81*	-2%	-5%	-5%	-12%
CCC(=O)N1CC2(CC(c3cccc(NC(=O)CC(c4ccccc4)c4ccccc4)c3)=NO2)C[C@H]1C(N)=O (some centres undefined)	159%[activator]	3%	4	-7%	-8%	0%	-14%
CC(=O)Nc1ccc(NC(=O)C2CCCN(S(=O)(=O)c3ccc(Cl)cc3)C2)cc1 (centres undefined)	-21%	-3%	-13	-4%	-1%	1%	2%
CC(NC(=O)CSc1ncccn1)c1ccccc1 (centres undefined)	-12%	0%	-9	-14%	2%	0%	2%
CC(C)(C)OC(=O)N1CCC(Cc2cc(-c3cccnc3)no2)(C(=O)O)CC1	-8%	·	-3	-2%	3%	-7%	5%
CCC(C)n1c(NC(=O)c2ccccc2)c(C#N)c2nc3ccccc3nc21 (centres undefined)	-23%	2%	-39	-3%	0%	26%	-1%
Cc1ccc(S(=O)(=O)NNC(=O)c2cc(C)cs2)cc1	-43%	4%	-9	-11%	0%	7%	7%
O=S(=O)(NCCC1CC1(Cl)Cl)c1ccccc1 (centres undefined)	-14%	3%	-18	-2%	4%	-2%	-3%
CCCn1nnc(NC(=O)C(c2ccccc2)c2ccccc2)n1	-28%	0%	32	-11%	-9%	0%	3%
CCOc1ccc(N(CCCCO)C(=S)NC(=O)c2ccc(C)c(Br)c2)cc1	31%	0%	0	0%	-10%	59%[activator]	?
OC(COc1ccccc1)CN1CCN(CC(O)COc2ccccc2)CC1 (centres undefined)	-1%[11.4 µM]	2%	-10	-8%	-1%	-4%	2%
Cc1cccc(CSc2ccc3nnc(CCNS(=O)(=O)c4ccccc4)n3n2)c1	·	·	-8	-5%	-4%	·	-12%
CC(C(=O)Nc1cccc(S(=O)(=O)N2CCOCC2)c1)N1CCN(C)CC1 (centres undefined)	-3%	-4%	9	-3%	2%	5%	-27%
Cc1ccc(S(=O)(=O)N2[C@@H](c3ccc(Br)cc3)C(C(=O)O)=CC[C@H]2c2ccc(C(C)C)cc2)cc1	-7%	·	-26	·	-4%	19%	·
